Screening results: PubChem BioAssay, National Center for Advancing Translational Sciences (NCATS)
KDM5B inhibitor – KDM5B demethylase inhibition; Q9UGL1; KDM5B demethylase, FDH-coupled NADH fluorescence (FDH is formaldehyde dehydrogenase); Potency, µM (highest dose often 57.7 µM), inactives show top-dose activity change, negative = inhibition, usual class: inhibitors; hit rate 2.6% among 220,000; active means well fitted inhibition curve with a large enough effect; inconclusive means small, poorly fitted or top-dose-only effect; inactive means no such curve, though single readings can be large or run the other way; further: 0% is about no effect; nearly all actives have a fitted effect of over 70% in size
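qHTS format, multiple compound concentrations. Buffer 50 mM HEPES pH 7.5/0.01% Tween-20; 200 nM KDM5BΔAP final; 10 min compound preincubation; substrate-mix levels 12.5 µM peptide, 25 µM α-KG, 0.25 mM NAD⁺; 30 min RT; ΔRFU.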
Starred values were filed as active, the others as inactive; i = inactive; ? = inconclusive; & = joins results of further samples; [ ] = another dose, or the depositor's remark. Potency means the concentration at half of the fitted maximal effect. An excerpt. The share of hits here may be higher or lower than overall.

structure | KDM5B inhibitor
O=C(NN=C1CCCC1)c1ccc(CSc2cccc3cccnc23)cc1 | ?
O=c1cc(N2CCOCC2)oc2c(NC3CCOCC3)nccc12 | 35µM*
O=C1COC[C@H]([C@H](O)c2ccc(NC(=O)C3CCCC3)cc2)N1 | -4%[86.2 µM]
O=C(Nc1ccccc1O)c1ccc2c(c1)C(=O)N(Cc1ccco1)C2=O | 18%
O=C(O)C[C@@H]1CCN(C(=O)C2CC2)C[C@@H]1CCN1CCC(C(=O)O)CC1 | 9%[86.2 µM]
Cc1nc2ccc(CNC(=O)c3cccc(CCC(C)(C)O)c3)cc2[nH]1 | -8%
Cc1ccc(NC(=O)CSc2nnnn2-c2cccnc2)c(C)c1 | 22%
COc1cccn(CC(=O)N(Cc2ccc(SC)cc2)C2CC2)c1=O | ?
COc1ccc(-c2ccc3ncc(Nc4cc(F)cc(N5CCOCC5)c4)n3n2)cc1OC | -12%
Cc1ccc2c(=O)cc(C(=O)Nc3ccc(S(=O)(=O)N4CCCCC4C)cc3)oc2c1C (configuration not stated) | -6%&-8%
CCC1(CC)Nc2ccccc2C(=O)N1c1ccc(OC)cc1 | ?
O=C(NCc1sc2ccccc2c1Cl)[C@H]1CCC[C@H](O)C1 | -17%
Cc1ccc2oc(=O)c3cc(C(=O)NCc4ccc(Cl)cc4)sc3c2c1 | ?
COc1ccccc1NC(=O)CSc1nnc2c3ccccc3n(C)c2n1 | -4%
CN(CC(=O)N[C@H]1[C@H]2CCO[C@H]2[C@@H]1N(C)C)Cc1ccc(F)cc1 | -20%
CC(=O)N1CCC(N[C@H]2CC(C)(C)[C@@H]3C[C@@](C)(O)CC[C@]23CCC(=O)NCCc2c[nH]c3ccccc23)CC1 | -25%
C=CCNC(=O)c1cnn2c1CN([S+](=O)([O-])c1c(C)noc1C)CC2 | -12%[115 µM]
CC(C)N1C[C@H](O)C[C@H]1c1nnc2n1CCN(C(=O)c1nn(C)c3ccccc13)C2 | ?
COc1ccccc1NC(=O)C(C)OC(=O)c1cc(C)nc2ccccc12 (configuration not stated) | 4%
COc1cccc(C(=O)N/N=C(\C)c2ccc(NC(=O)Cc3ccccc3)cc2)c1OC | ?
COc1ccc(CNC(=O)CC2Sc3ccccc3NC2=O)cc1OC (configuration not stated) | -9%
CCC(C)NC(=O)c1cc2n(n1)CCCN(Cc1ccc(C)cc1)C2=O (configuration not stated) | -18%
CCOC(=O)c1c(NC(=S)N2CCOCC2)sc(C)c1C | 15%
CC(NC(=O)c1ccc(SC(F)(F)F)cc1)c1ccncc1 (configuration not stated) | 8%
Cc1ccccc1NC(=O)C1CCN(C(=O)c2cnn(-c3ccccc3)c2-n2cccc2)CC1 | -14%
CCOC(=O)C1CCCN(C(=O)c2ccc3c(c2)N(Cc2ccccc2)C(=O)c2ccccc2S3(=O)=O)C1 (configuration not stated) | -2%
CN1CC(=O)N(C2CCNCC2)Cc2c(NCCCO)ncnc21 | ?
CCN(Cc1nc(-c2ccc(OC)c(OC)c2)no1)C(=O)c1ccc2c(c1)OCO2 | 22%
CCCOc1ccccc1C(C)Nc1nc(-c2cccnc2)nc2c1CNC2 (configuration not stated) | 1%
CC(C)(Oc1nn(Cc2cccc(Cl)c2)c2ccccc12)C(=O)NCCc1cnc[nH]1 | -11%[86.2 µM]
Cc1ccccc1C(=O)Nc1c(C(=O)Nc2cccc(F)c2)oc2ccccc12 | ?
CN(C)CCCN(C(=O)c1ccc(Br)s1)c1nc2ccc(F)cc2s1 | ?
COc1cccc(Nc2cnc3ccc(-c4ccc(OC)c(OC)c4)nn23)c1 | -31%[86.2 µM]
CCOc1ccccc1N(CC)C(=O)Cn1nc(Cc2ccncc2)c2ccccc2c1=O | 13%
CS(=O)(=O)c1ccc(S(=O)(=O)N2CCC3(CCCNC3)C2)cc1 (configuration not stated) | 12%
Cc1ccc(-c2nnc(Nc3cccc(Br)c3)c3ccccc23)cc1S(=O)(=O)N1CCN(C)CC1 | -17%
COCCCNc1ncnc2onc(-c3ccc(F)cc3)c12 | 7%
CCN(CC)C(=O)Cn1cc(C(=O)C(=O)Nc2ccc3c(c2)OCCO3)c2ccccc21 | -11%
O=C(CC1(C(=O)O)CCCCCC1)Nc1ccccc1NS(=O)(=O)c1ccc(F)cc1 | 0%
CCOc1ccc(Nc2nc(-c3ccccc3)no2)cc1 | 12%
Cc1ccc(N2CC(NC(=O)Cc3cccs3)CC2=O)cc1 (configuration not stated) | 7%
CC(=O)Oc1c(C)cc2sc3ccccc3c(=O)c2c1C | -12%
CNc1ncncc1-c1nc(-c2ccccc2)no1 | 28µM*
CN(Cc1ccc2nccnc2c1)C(=O)c1cc(COc2ccc(F)cc2F)on1 | -24%
Cc1[nH]nc(SCC(=O)N2CCCCCC2)c1[N+](=O)[O-] | -5%
O=C(c1ccccc1F)N1CCC2(CC1)CC(Cc1ccccc1)=NO2 | 20%
O=c1cc(-c2ccccc2)nc(Sc2ccc([N+](=O)[O-])cc2[N+](=O)[O-])[nH]1 | -12%
Cn1nccc1C(=O)N1CCCN(C(=O)C2CC2)c2ccccc21 | -6%
COCCc1noc(C2Cc3ccccc3N2C(=O)Nc2ccc(C)c(C)c2)n1 (configuration not stated) | ?
Cc1nc(SCc2ccccc2F)c2oc3ccccc3c2n1 | -7%
O=C(O)C[C@@H]1CCN(S(=O)(=O)c2ccccc2)C[C@@H]1CCN1CCN(c2cccc(C(F)(F)F)c2)CC1 | 5%
COCCCn1c(=NC(C)=O)c(C#N)cc2c(=O)n3cccc(C)c3nc21 | i
COc1cc2[nH]c(=O)n(CCC(=O)N3CCN(Cc4ccc5c(c4)OCO5)CC3)c(=O)c2cc1OC | ?
O=C(NC1CCC(C(F)(F)F)CC1)C1CCCO1 (configuration not stated) | 4%
COc1ccc(CNS(=O)(=O)c2cc3c(cc2Cl)NC(=O)CO3)cc1 | -16%
COc1ccc(OC)c(-n2nnc(-c3nc(-c4ccc5c(c4)OCO5)no3)c2C)c1 | -1%
O=C(Nc1ccccc1)C1=NO[C@@H]2CN(Cc3cccc(O)c3)C[C@H]12 | -20%[86.2 µM]
O=c1cc(N2CCOCC2)oc2c(-c3ccncc3)nccc12 | 35µM*
NS(=O)(=O)c1ccc(NC(=O)CN2CCCC2c2ccc(F)cc2)cc1 (configuration not stated) | -9%
Cc1ccc(S(=O)(=O)c2cn(CC(=O)Nc3cccc(Cl)c3)c3ccccc3c2=O)cc1 | ?

The list goes on:
structure | KDM5B inhibitor
C=CCNCc1cccc(Br)c1 | 3%
NNC(=O)c1ccccc1OCCOc1ccccc1 | 8%
COc1ccc(NC(=O)CSc2oc(-c3cccs3)nc2S(=O)(=O)c2ccc(Br)cc2)c(OC)c1 | ?
COc1ccc(CCN2CC(C(=O)NCCc3cn[nH]c3)CCC2=O)cc1 (configuration not stated) | 21%
CC(Oc1ccccc1)C(=O)N1CCc2c(c(-c3nncn3C(C)C)nn2C)C1 (configuration not stated) | -19%
O=C(CCc1c[nH]c2ccccc12)OCC(=O)c1ccc(Cl)c([N+](=O)[O-])c1 | -21%
CN(Cc1nc(-c2ccc(Cl)cc2)no1)S(=O)(=O)c1ccccc1 | -10%
Cc1cc(C)c2c(=O)cc(C(=O)Nc3ccc(S(=O)(=O)Nc4onc(C)c4C)cc3)oc2c1 | 14%
COC(=O)[C@H](CC(C)C)NC(=O)Cn1nc(N2CCN(c3ccccc3)CC2)ccc1=O | -24%
CC(C)c1ccc(/C=C2\Oc3cc(OS(C)(=O)=O)ccc3C2=O)cc1 | ?
Cn1ccnc1C(NC(=O)Cc1ccsc1)c1ccccc1F (configuration not stated) | -4%
Cn1c(=O)c2c(ncn2CC(=O)Nc2nc(-c3ccc(C4CCCCC4)cc3)cs2)n(C)c1=O | 15%
COc1ccccc1NC(=O)c1cnc(-c2ccc(F)cc2)nc1-c1ccncc1 | 26%
O=C(CN1C(=O)CCC1=O)N1CCC(c2noc(-c3ccccn3)n2)C1 (configuration not stated) | -3%
COCCc1noc(CC2CCOC3(CCN(C(=O)C4CCOCC4)CC3)C2)n1 (configuration not stated) | 15%
COc1ccccc1C(CNC(=O)COc1ccccc1C)N1CCCC1 (configuration not stated) | 14%
CC(C)(C)OC(=O)N1CCC(c2c(C(=O)N3CCN(c4ccccn4)CC3)cnn2-c2ccccc2)CC1 | -10%
CC1CCN(S(=O)(=O)c2ccc(-c3nc(C#N)c(NCc4cccnc4)o3)cc2)CC1 | ?
Cc1cccc(C(=O)N2C[C@@H](Oc3ccccc3)C[C@@H]2C(=O)N2CCOCC2)c1 | -2%
CC(NC(=O)c1ccccc1SCc1cccs1)c1cccs1 (configuration not stated) | 19%
Cc1ccc(S(=O)(=O)c2nnn3c2nc(NC2CCCCCC2)c2sccc23)cc1C | -9%
CCc1ccccc1NC(=O)CSc1nnc(-c2nonc2NC(C)=O)n1C | -6%
c1c(-c2nc(C3CCOC3)no2)sc2c1CCCC2 (configuration not stated) | ?
Cc1cc2cc(-c3c(C)noc3C)nc(N(C)CCN(C)C)c2o1 | -1%[86.2 µM]
CC(C)COc1ccccc1C1CC(=O)Nc2cc3c(cc21)OCO3 (configuration not stated) | 18%
Cc1cn2nnc(C(=O)NC3CCCCCC3)c2c(=O)[nH]1 | ?
Cc1ccc(-n2ncc3c(NCC4CCCO4)ncnc32)cc1C (configuration not stated) | ?
COc1ccc(N(C(=O)c2snc(C(N)=O)c2N)C(CC(C)C)C(=O)NCC2CCCO2)cc1 (configuration not stated) | 18%
COc1ccc(-c2nc(CSCC(=O)N3CCN(Cc4ccc5c(c4)OCO5)CC3)c(C)o2)cc1 | -20%
Cc1ccnc(NC(=O)Cn2nc3c(cc2=O)CCCCC3)c1 | 14%

3 structures from above, arranged by count of non-hydrogen atoms, rising.
structure | KDM5B inhibitor
O=C(CN1C(=O)CCC1=O)N1CCC(c2noc(-c3ccccn3)n2)C1 (configuration not stated) | -3%
COc1ccc(CCN2CC(C(=O)NCCc3cn[nH]c3)CCC2=O)cc1 (configuration not stated) | 21%
COc1ccc(NC(=O)CSc2oc(-c3cccs3)nc2S(=O)(=O)c2ccc(Br)cc2)c(OC)c1 | ?

The list goes on.
structure | KDM5B inhibitor
COc1cccc(S(=O)(=O)N2CC(n3cc(C(=O)NCc4ccccc4)nn3)C2)c1 | -12%
Cc1nc(CC(=O)Nc2cccc(C)c2C)cs1 | -21%
N#Cc1cccc(C(=O)N2C[C@@H](Oc3ccccc3)C[C@H]2C(=O)N2CCCC2)c1 | -7%
CCOC(=O)C1CCN(c2nc3c(S(=O)(=O)c4ccccc4)nnn3c3ccc(Cl)cc23)CC1 | -4%
CC(NC(=O)C1CCN(C(=O)c2ncn3c2COC(c2ccc(Cl)cc2)C3)CC1)c1ccccc1 (configuration not stated) | -4%
Cc1cccc(N/N=C/c2ccc(F)c(F)c2)c1 | -11%
Cc1cc(Cl)ccc1NC(=O)N(C)CC1CCOC1 (configuration not stated) | -11%
Cc1cc(C)c(NC(=O)CSc2nc3ccccc3c3nc(CCn4cncc4C)nn23)c(C)c1 | 7%
Cn1ncc(N2CCC(C(=O)NCC3CC3)C2)cc1=O (configuration not stated) | 30%
O=C(N/N=C/c1ccc(Br)s1)c1cccc(Cl)c1 | -8%
O=C(Cn1ccc2cc(Cl)ccc21)Nc1ccc2c(c1)OCCO2 | -3%
O=C(NCc1cccc(Br)c1)C1CCN(c2cnc3nccnc3c2)CC1 | -26%
Cc1ccc(CNC(=O)N2CCC(Oc3ncccc3C(=O)N3CCCCC3)C2)cc1 (configuration not stated) | -13%
Cc1ccc(C(=O)N[C@@H]2CN(C3CCOCC3)C[C@H]2CN(C)C)cc1F | -22%
CCCN(Cc1cc(=O)[nH]c2c(C)cc(C)cc12)C(=O)Nc1cc(Cl)c(OC)cc1OC | ?
O=C(c1cccc2nccnc12)N1CCOC(C(F)(F)F)C1 (configuration not stated) | 16%
Cc1ccc(N(C)C(=O)c2cc(-c3ccco3)nc3ccccc23)cc1 | ?
O=C(CCN1C(=O)c2ccccc2C1=O)C1=NN[C@@H]2C(=O)N(c3ccc4c(c3)OCCO4)C(=O)[C@H]12 | 23%
CCc1ccc(CNC(=O)C2CCN(C(=O)c3ncn4c3COC(c3ccc(F)cc3)C4)CC2)cc1 (configuration not stated) | 5%
CC(=O)Nc1ccc(S(=O)(=O)[C@H]2CS(=O)(=O)C[C@@H]2N2CCC3(CC2)OCCO3)cc1 | 14%
O=C(c1c[nH]c2ccc(S(=O)(=O)Nc3ccccc3F)cc2c1=O)N1CCCCCC1 | ?
Cn1cc(-c2cccc(C(F)(F)F)c2)c2nc(CNc3ccccc3)cn2c1=O | 35µM*
COc1ccc(C(=O)N2CCN(c3cccc(Cl)c3)CC2)cc1S(=O)(=O)NC1CC1 | 21%
O=C(NCCc1ccncc1)C1c2ccccc2C(=O)N(C2CCCCC2)C12CCCCC2 (configuration not stated) | -14%

Some of the entries so far, with values ahead of the structure.
KDM5B inhibitor	SMILES
28µM*	CNc1ncncc1-c1nc(-c2ccccc2)no1
-24%	CN(Cc1ccc2nccnc2c1)C(=O)c1cc(COc2ccc(F)cc2F)on1
-5%	Cc1[nH]nc(SCC(=O)N2CCCCCC2)c1[N+](=O)[O-]
20%	O=C(c1ccccc1F)N1CCC2(CC1)CC(Cc1ccccc1)=NO2
-12%	O=c1cc(-c2ccccc2)nc(Sc2ccc([N+](=O)[O-])cc2[N+](=O)[O-])[nH]1
-6%	Cn1nccc1C(=O)N1CCCN(C(=O)C2CC2)c2ccccc21
